bovine MsrA act: bovine MsrA enzyme activators, primary screen, biochemical, absorbance, HTS | 0.3% of 360,000 active | AID 602163, 2012 | Methionine sulfoxide reductase A (Bos taurus) | purified bovine MsrA, absorbance read-out | activation, % at 10.6 µM; in the data active means activation above about 7.5%;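 further: 0% = vehicle and 100% = reference activator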
MT1-MMP act inh: blockers of MT1-MMP proenzyme processing, primary screen, HT1080 RFP-PRO-GFP cells, GFP/RFP fluorescence. GFP/RFP ratio change, % at 20 µM. Matrix metalloproteinase-14 (Homo sapiens), P50281. AID 651647, 2012. 0.061% of 360,000 active. GFP/RFP ratio fluorescence, overnight; percent of plate control window, DMSO zero;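 active means GFP/RFP ratio change of at least 30% with cell ATP level not reduced by more than half and red fluorescence within 50% of control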; further: strong numbers were not always called active
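Material – HT1080 RFP-PRO-GFP cells · Control set – DMSO wells and RFP-L50D-GFP cells · Incubation – overnight cell settling, then overnight compound exposure, 37 °C, 5% CO2 · Compound dosing – single-point 20 µM compound, 1% DMSO · Read-out – GFP/RFP fluorescence ratio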
FAS-TE inh: FAS thioesterase domain inhibitors, primary screen, biochemical, fluorescence intensity, uHTS. Fatty acid synthase (Homo sapiens), P49327. AID 602261, 2012. inhibition, % at 15 µM. recombinant FAS-TE, OMFH fluorogenic substrate, fluorescence endpoint. 0.67% of 360,000 active;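 active means compounds whose normalised, plate-corrected inhibition of enzyme fluorescence in the single-dose primary screen is 50% or more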;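 further: 0% = DMSO with enzyme and 100% = substrate without enzyme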
SKN-1 block: suppressors of acrylamide-induced Pgst-4::GFP reporter in worms, primary screen, SKN-1 inhibitor project, whole organism, uHTS, GFP/RFP fluorescence ratio, strain VP596 | 0.49% of 360,000 active | AID 624304, 2012 | C. elegans VP596 Pgst-4::GFP/RFP ratio, 24 h | inhibition, % at 21.8 µM;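 active means interference check ratio from 0.5 to 1.5 plus GFP to RFP signal ratio inhibition reaching or exceeding a fixed threshold, cut at about 30% in these data, passing the limit was not always enough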; further: some compounds called inactive have numbers as strong as hits
CendR NRP1 mod: modulators of CendR peptide binding to NRP-1, primary screen, biochemical, fluorescence polarization, uHTS | Neuropilin-1 (Homo sapiens), O14786 | FAM-RPARPAR peptide binding to NRP-1 | inhibition, % at 25 µM | 0.85% of 360,000 active | AID 602438, 2012;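 active means inhibition or corrected inhibition above about 18%, plus a signal ratio from 0.5 to 1.5, limit read from the data, passing the limit was not always enough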; further: strong numbers were not always called active
E coli Lon inh: inhibitors of E. coli Lon protease, primary screen, biochemical, fluorescence polarization; P0A9M0; purified E. coli Lon protease; inhibition, % at 7.94 µM; 0.42% of 360,000 active; AID 602123, 2011; in the data active means inhibition above about 13%, passing the limit was not always enough;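 further: 0% = enzyme with probe and DMSO and 100% = no enzyme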
MsrA inhibitor: bovine MsrA enzyme inhibitors, primary screen, biochemical, absorbance, HTS. 0.75% of 360,000 active. inhibition, % at 15.5 µM. purified bovine MsrA, absorbance read-out. AID 651718, 2012; in the data active means inhibition above about 4.5%;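 further: 0% = vehicle wells with enzyme and 100% = reference inhibitor wells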
Rin1 Abl inh: inhibitors of Rin1-Abl protein binding, primary screen, biochemical, TR-FRET | AID 588664, 2011 | inhibition, % at 7.35 µM | 0.4% of 360,000 active; in the data active means inhibition above about 5%, passing the limit was not always enough
Neddyl block: inhibitors of cullin neddylation, primary screen, biochemical, TR-FRET, uHTS, NAE and Ubc12 | calls only at 25 µM | NEDD8-conjugating enzyme Ubc12 (Homo sapiens) + NEDD8-activating enzyme E1 regulatory … | 0.58% of 360,000 active; in the data active means inhibition above about 36%
Starred values were filed as active, the others as inactive.

What do the screens show for `[2H]c1c([2H])c([2H])c(C(=O)c2sc(N3CCCCCC3)nc2-c2ccccc2)c([2H])c1[2H]`?
bovine MsrA act: -3; MT1-MMP act inh: -6; FAS-TE inh: 21; SKN-1 block: -13; CendR NRP1 mod: 10; E coli Lon inh: 2; MsrA inhibitor: 0.2; Rin1 Abl inh: 0; Neddyl block: inactive

What do the screens show for `Cc1cc2nc(C(C)(C)C)cc(N)n2n1`?
bovine MsrA act: -6; MT1-MMP act inh: 1; FAS-TE inh: -2; SKN-1 block: -2; CendR NRP1 mod: -1; E coli Lon inh: -3; MsrA inhibitor: 0.7; Rin1 Abl inh: 6; Neddyl block: inactive

Results for COc1ccccc1N1CCN(C(=O)CCC(=O)Nc2nnc(C(C)C)s2)CC1 ?
bovine MsrA act: -3; MT1-MMP act inh: 6; FAS-TE inh: -6; SKN-1 block: -6; CendR NRP1 mod: 12; E coli Lon inh: -6; MsrA inhibitor: -0.2; Rin1 Abl inh: -1; Neddyl block: inactive

How did COc1ccc(OC)c(NC(=O)Cn2c(=O)n(CC(=O)NCc3ccco3)c(=O)c3ccccc32)c1 do in these assays?
bovine MsrA act: -7; MT1-MMP act inh: 0; FAS-TE inh: -7; SKN-1 block: -14; CendR NRP1 mod: -3; E coli Lon inh: 1; MsrA inhibitor: 0.0; Rin1 Abl inh: 5; Neddyl block: inactive

What do the screens show for `CCc1c(C)c2ccc(OCC(=O)OC(C)C)c(C)c2oc1=O`?
bovine MsrA act: -2; MT1-MMP act inh: -5; FAS-TE inh: 12; SKN-1 block: 0; CendR NRP1 mod: -11; E coli Lon inh: -10; MsrA inhibitor: -0.1; Rin1 Abl inh: 3; Neddyl block: inactive

Results for CC(C)(C)C(=O)/C=c1\[nH]c(=O)/c(=C\c2ccc(F)cc2)s1 ?
bovine MsrA act: -1; MT1-MMP act inh: 1; FAS-TE inh: 0; SKN-1 block: 12; CendR NRP1 mod: -14; E coli Lon inh: 2; MsrA inhibitor: 1.2; Rin1 Abl inh: -1; Neddyl block: inactive

Results for C=C1CCN([C@@H](Cc2ccccc2)C(=O)NCc2ccc(Cl)c(Cl)c2)S(=O)(=O)c2ccccc21 ?
bovine MsrA act: -11; MT1-MMP act inh: -15; FAS-TE inh: 27; SKN-1 block: 1; CendR NRP1 mod: 18; E coli Lon inh: -2; MsrA inhibitor: 0.9; Rin1 Abl inh: 0; Neddyl block: inactive

How did Cc1c(C(=O)N2CCN(S(=O)(=O)c3ccc(F)cc3)CC2)oc2ccccc12 do in these assays?
bovine MsrA act: -2; MT1-MMP act inh: -2; FAS-TE inh: 17; SKN-1 block: 10; CendR NRP1 mod: 11; E coli Lon inh: -5; MsrA inhibitor: -0.3; Rin1 Abl inh: -1; Neddyl block: inactive

What do the screens show for `CN(C(=O)OCc1ccccc1)C(CC(N)=O)C(=O)O` (configuration not stated)?
bovine MsrA act: 1; MT1-MMP act inh: 5; FAS-TE inh: -7; SKN-1 block: 8; CendR NRP1 mod: 8; E coli Lon inh: -1; MsrA inhibitor: -0.1; Rin1 Abl inh: -1; Neddyl block: inactive

How did Cc1c(NS(=O)(=O)N2CCCC2)c(=O)n(-c2ccccc2)n1C do in these assays?
bovine MsrA act: -1; MT1-MMP act inh: -2; FAS-TE inh: -6; SKN-1 block: 11; CendR NRP1 mod: 4; E coli Lon inh: 10; MsrA inhibitor: 0.1; Rin1 Abl inh: -5; Neddyl block: inactive

Results for Cc1cccc(C(=O)O/N=C2\CCSc3ccc(C)cc32)c1 ?
bovine MsrA act: -4; MT1-MMP act inh: -2; FAS-TE inh: 27; SKN-1 block: 20; CendR NRP1 mod: 3; E coli Lon inh: -5; MsrA inhibitor: 0.9; Rin1 Abl inh: 6; Neddyl block: inactive

What do the screens show for `Cc1ccc2oc(C(Cl)(Cl)Cl)cc(=O)c2c1`?
bovine MsrA act: -4; MT1-MMP act inh: 11; FAS-TE inh: -4; SKN-1 block: 12; CendR NRP1 mod: 4; E coli Lon inh: -4; MsrA inhibitor: -0.6; Rin1 Abl inh: 1; Neddyl block: inactive

Fetched by structure from the list above:
What do the screens show for `Cc1cc2nc(C(C)(C)C)cc(N)n2n1`?
bovine MsrA act: -6; MT1-MMP act inh: 1; FAS-TE inh: -2; SKN-1 block: -2; CendR NRP1 mod: -1; E coli Lon inh: -3; MsrA inhibitor: 0.7; Rin1 Abl inh: 6; Neddyl block: inactive

Results for CC(C)(C)C(=O)/C=c1\[nH]c(=O)/c(=C\c2ccc(F)cc2)s1 ?
bovine MsrA act: -1; MT1-MMP act inh: 1; FAS-TE inh: 0; SKN-1 block: 12; CendR NRP1 mod: -14; E coli Lon inh: 2; MsrA inhibitor: 1.2; Rin1 Abl inh: -1; Neddyl block: inactive

Additional results:
Results for CCS(=O)(=O)N1Cc2ccccc2CC1C(=O)Nc1nccs1 (configuration not stated) ?
bovine MsrA act: -3; MT1-MMP act inh: -4; FAS-TE inh: -9; SKN-1 block: 15; CendR NRP1 mod: 3; E coli Lon inh: -8; MsrA inhibitor: 1.9; Rin1 Abl inh: -1; Neddyl block: inactive

What do the screens show for `CCCCn1c(-c2cccc3ccccc23)nc2cc3[nH]c(=O)c(C(C)C)nc3cc21`?
bovine MsrA act: -2; MT1-MMP act inh: -1; FAS-TE inh: -4; SKN-1 block: 1; CendR NRP1 mod: -27; E coli Lon inh: -11; MsrA inhibitor: 0.8; Rin1 Abl inh: 8

How did COc1cccc2c(=O)n(CC(=O)NCCc3ccccc3)ccc12 do in these assays?
bovine MsrA act: -4; MT1-MMP act inh: 2; FAS-TE inh: -4; SKN-1 block: 7; CendR NRP1 mod: 1; E coli Lon inh: -7; MsrA inhibitor: 1.8; Rin1 Abl inh: 2; Neddyl block: inactive

What do the screens show for `O=C(c1cccs1)N1CCN(c2cccc(Cl)c2)CC1`?
bovine MsrA act: -12; MT1-MMP act inh: 1; FAS-TE inh: 4; SKN-1 block: 12; CendR NRP1 mod: -5; E coli Lon inh: -2; MsrA inhibitor: 0.1; Rin1 Abl inh: -1; Neddyl block: inactive

What do the screens show for `CC1(C)CC(=O)C=C(c2cccc(O)c2)C1`?
bovine MsrA act: -5; MT1-MMP act inh: -3; FAS-TE inh: -14; SKN-1 block: -9; CendR NRP1 mod: 4; E coli Lon inh: -2; MsrA inhibitor: 0.0; Rin1 Abl inh: 3; Neddyl block: inactive

How did CC(C)Cc1nn2c(N)c(/C=C3\C=Nc4ccccc43)c(=O)nc2s1 do in these assays?
bovine MsrA act: -2; MT1-MMP act inh: 5; FAS-TE inh: -9; SKN-1 block: -9; CendR NRP1 mod: 1; E coli Lon inh: -2; MsrA inhibitor: -0.1; Rin1 Abl inh: -1; Neddyl block: inactive

Results for O=[N+]([O-])c1ccc(Nc2nc(N3CCOCC3)nc(N3CCOCC3)n2)cc1 ?
bovine MsrA act: -3; MT1-MMP act inh: 0; FAS-TE inh: 17; SKN-1 block: -3; CendR NRP1 mod: -9; E coli Lon inh: 17*; MsrA inhibitor: 0.7; Rin1 Abl inh: 2; Neddyl block: inactive

How did C[C@@]12C(=O)Nc3ccc(Br)cc3C(=O)N1[C@H]1c3ccccc3OC[C@@H]1[C@@H]2c1ccccc1 do in these assays?
bovine MsrA act: -7; MT1-MMP act inh: -9; FAS-TE inh: 88*; SKN-1 block: 7; CendR NRP1 mod: 9; E coli Lon inh: 13; Rin1 Abl inh: 4; Neddyl block: inactive

Results for Cc1ccc(CNC(=O)CCCCCNC(=O)N2CCn3c2nc2ccccc23)cc1 ?
bovine MsrA act: 1; MT1-MMP act inh: 2; FAS-TE inh: -1; SKN-1 block: 29; CendR NRP1 mod: 10; E coli Lon inh: 12; MsrA inhibitor: -0.2; Rin1 Abl inh: -2; Neddyl block: inactive

Results for Cc1cc(N)ccc1S(C)(=O)=O ?
bovine MsrA act: -4; MT1-MMP act inh: 0; FAS-TE inh: -6; SKN-1 block: 6; CendR NRP1 mod: 0; E coli Lon inh: 3; MsrA inhibitor: -0.9; Rin1 Abl inh: -4; Neddyl block: inactive

Results for CCOc1ccccc1NC(=S)N1CCC(NC(=O)NC23CC4CC(CC(C4)C2)C3)CC1 ?
bovine MsrA act: -6; MT1-MMP act inh: 8; FAS-TE inh: 1; SKN-1 block: 0; CendR NRP1 mod: -2; E coli Lon inh: -4; MsrA inhibitor: 0.5; Rin1 Abl inh: 0; Neddyl block: inactive

Results for Cc1cccn2c(=O)c(/C=C(\C#N)C(N)=O)c(N3CCCCCC3)nc12 ?
bovine MsrA act: 4; MT1-MMP act inh: -10; FAS-TE inh: 12; SKN-1 block: 1; CendR NRP1 mod: 2; E coli Lon inh: 9; MsrA inhibitor: 0.1; Rin1 Abl inh: -7; Neddyl block: inactive

What do the screens show for `Fc1cccc2sc(N3CCCC3)nc12`?
bovine MsrA act: -4; MT1-MMP act inh: -1; FAS-TE inh: -2; SKN-1 block: 6; CendR NRP1 mod: 6; E coli Lon inh: -5; MsrA inhibitor: -2.1; Rin1 Abl inh: 0; Neddyl block: inactive

How did COc1cc(C(=O)N2CCN(S(=O)(=O)c3ccc(C)cc3)CC2)ccc1OCC(=O)N1CCOCC1 do in these assays?
bovine MsrA act: -3; MT1-MMP act inh: -4; FAS-TE inh: -3; SKN-1 block: 0; CendR NRP1 mod: 10; E coli Lon inh: -5; MsrA inhibitor: -1.1; Rin1 Abl inh: 3; Neddyl block: inactive

How did CN(C)CCNC(=O)c1coc(=O)c(Br)c1 do in these assays?
bovine MsrA act: -3; MT1-MMP act inh: -2; FAS-TE inh: -7; SKN-1 block: 11; CendR NRP1 mod: -2; E coli Lon inh: -7; MsrA inhibitor: 4.2; Rin1 Abl inh: 0

Results for Cc1cc(=O)oc2cc(NC(=O)COc3cccc(C(F)(F)F)c3)ccc12 ?
bovine MsrA act: -5; MT1-MMP act inh: 1; FAS-TE inh: 4; SKN-1 block: -6; CendR NRP1 mod: 2; E coli Lon inh: -4; MsrA inhibitor: 1.0; Rin1 Abl inh: 3; Neddyl block: inactive

Results for CN(Cc1ccccc1)C(=O)[C@@H]1CCCN1C(=O)[C@@H]1CCCN1C(=O)c1cccc2ccccc12 ?
bovine MsrA act: -2; MT1-MMP act inh: 2; FAS-TE inh: -7; SKN-1 block: 25; CendR NRP1 mod: 1; E coli Lon inh: -6; MsrA inhibitor: -0.9; Neddyl block: inactive

What do the screens show for `O=C(CSc1nnnn1-c1ccc(F)cc1F)Nc1ccccc1F`?
bovine MsrA act: -1; MT1-MMP act inh: 6; FAS-TE inh: -1; SKN-1 block: -1; CendR NRP1 mod: -1; E coli Lon inh: -5; MsrA inhibitor: 0.1; Rin1 Abl inh: -2; Neddyl block: inactive

Results for Cc1nnc(NC(=O)CCn2c(=O)oc3ccc(Cl)cc32)s1 ?
bovine MsrA act: -3; MT1-MMP act inh: 0; FAS-TE inh: -5; SKN-1 block: 2; CendR NRP1 mod: -12; E coli Lon inh: -2; MsrA inhibitor: 0.2; Rin1 Abl inh: -1; Neddyl block: inactive

Results for O=C(Cn1ncc(Cl)c(Cl)c1=O)c1ccc2c(c1)OCCO2 ?
bovine MsrA act: -4; MT1-MMP act inh: 2; FAS-TE inh: 6; SKN-1 block: 27; CendR NRP1 mod: -7; E coli Lon inh: -13; MsrA inhibitor: 0.8; Rin1 Abl inh: 0; Neddyl block: inactive

Results for CCc1ccc(NC(=O)C2=CC(c3cccs3)=NS(=O)(=O)N2C)cc1 ?
bovine MsrA act: -2; MT1-MMP act inh: -3; FAS-TE inh: 26; SKN-1 block: -21; CendR NRP1 mod: 2; E coli Lon inh: -6; MsrA inhibitor: 1.6; Rin1 Abl inh: 2; Neddyl block: inactive

High-throughput results from PubChem.
